Assay outcomes from PubChem.
GPR151 activ: activates the human receptor GPR151. PathHunter beta-arrestin GPR151 cells, luminescence. activation, % at 11.2 µM. 650,000 compounds, 1% hits. AID 1508602; in the data active = activation above about 4.9%;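 note: 0% = median of compound wells and 100% = cells with positive control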
Target sequence (Q8TDV0 whole entry, looked up): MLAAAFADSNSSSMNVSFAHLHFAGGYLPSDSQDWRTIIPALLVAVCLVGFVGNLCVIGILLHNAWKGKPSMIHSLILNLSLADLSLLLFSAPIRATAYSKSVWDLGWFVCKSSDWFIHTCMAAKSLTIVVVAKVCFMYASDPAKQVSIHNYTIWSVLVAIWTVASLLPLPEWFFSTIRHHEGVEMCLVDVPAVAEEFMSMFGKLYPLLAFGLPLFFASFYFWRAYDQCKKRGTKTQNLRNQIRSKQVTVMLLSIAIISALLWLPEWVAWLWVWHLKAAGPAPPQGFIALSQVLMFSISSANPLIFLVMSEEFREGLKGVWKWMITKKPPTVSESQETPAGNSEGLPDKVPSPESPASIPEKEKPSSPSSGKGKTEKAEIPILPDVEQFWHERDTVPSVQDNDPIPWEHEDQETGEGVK
MITF primary: inhibitors of human MITF; O75030; 650,000 compounds, 0.91% hits; inhibition, % at 2.6 µM; AlphaScreen MITF homodimerization, bead proximity signal; in the data active = inhibition above about 50%;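 note: 0% = vehicle wells with protein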
Target sequence (O75030 whole entry, looked up): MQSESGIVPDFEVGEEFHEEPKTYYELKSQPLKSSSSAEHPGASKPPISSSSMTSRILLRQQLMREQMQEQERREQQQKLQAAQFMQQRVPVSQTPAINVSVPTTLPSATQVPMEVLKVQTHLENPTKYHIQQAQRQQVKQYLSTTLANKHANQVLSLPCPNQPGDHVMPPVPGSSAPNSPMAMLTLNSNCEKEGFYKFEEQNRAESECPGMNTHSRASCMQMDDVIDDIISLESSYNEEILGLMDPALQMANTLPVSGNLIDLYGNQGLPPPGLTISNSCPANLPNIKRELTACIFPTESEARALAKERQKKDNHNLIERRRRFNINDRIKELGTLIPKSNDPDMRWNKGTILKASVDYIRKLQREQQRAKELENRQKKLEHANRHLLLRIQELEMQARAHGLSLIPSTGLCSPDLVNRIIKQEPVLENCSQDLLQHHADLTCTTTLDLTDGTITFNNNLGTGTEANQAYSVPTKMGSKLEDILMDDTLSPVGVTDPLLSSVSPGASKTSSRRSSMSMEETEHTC
TEAD-YAP inh: TEAD-YAP interaction inhibition | AID 1259422 | HEK-TIYL cells, TEAD-Gal4/YAP UAS-luciferase luminescence | inhibition, % at 9.12 µM | 640,000 compounds, 1.4% hits; in the data active = inhibition above about 32%;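 note: 0% = median of test compound wells and 100% = reference inhibitor wells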
FBW7 act: activators of human E3 ligase FBW7; 650,000 compounds, 0.13% hits; AlphaScreen FBW7–phospho-cyclin E peptide binding, activator screen; Q969H0; normalized activity (activation), % at 26.1 µM; in the data active = normalized activity above about 1.9%;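 note: purified mutant Fbw7 with reduced substrate affinity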
* hit, by the source's call; & = joins results of further samples. Random draw from the library; 3.5% or so of the library scored in one or more.

Results follow in this order: GPR151 activ	MITF primary	TEAD-YAP inh	FBW7 act
CCC(/C=C1\Sc2ccc(-c3ccccc3)cc2N1CC)=C\c1sc2ccc3ccccc3c2[n+]1CC
  -0.2	12	22	0.1
NC(=O)CSc1nnc(Nc2ccc(Oc3ccccc3)cc2)s1
  -1.1	7	-11	0.0
Cc1ccc2c(c1)CN(CCNC(=O)C1CC(=O)N(CC(C)C)C1)CC(C)O2 (configuration not stated)
  0.8	-11	5	-0.1
CCCCN1CC23C=CC(O2)C(C(=O)OCC(C)C)C3C1=O (configuration not stated)
  0.7	3	-8	0.1
CC1CCc2c(sc3ncn(C4CCN(C(=O)C5CCCO5)CC4)c(=O)c23)C1 (configuration not stated)
  0.6	1	0	0.0
NC(=O)c1cc(S(=O)(=O)N2CCOCC2)ccc1Sc1ccccc1N
  -1.2	6	16	0.4
O=C(CSc1n[nH]c(-c2cc(Cl)ccc2Cl)n1)NCC(F)(F)F
  -2.4	-1	-7	-0.2
Cc1cc(Cl)c(S(=O)(=O)N2CCSCC2)cc1OCC(=O)NC1CCCCC1
  -1.6	11	38*	0.6
CN1CCCc2cc(C(CNS(=O)(=O)c3ccc4ccccc4c3)N3CCOCC3)ccc21 (configuration not stated)
  -0.4	2	-5	-0.1
CCCCCOc1ccc(NC(=O)C2CC(=O)N(c3ccc(Br)cc3)C2)cc1 (configuration not stated)
  0.2	-10	6	0.0
Cc1c(C2C(C#N)=C(N)SC(N)=C2C#N)c(C)c([N+](=O)[O-])c(C)c1[N+](=O)[O-]
  0.9	-8	-10	-0.2
CC(=O)c1cccc(NC(=O)CN(c2ccccc2)S(=O)(=O)c2ccccc2[N+](=O)[O-])c1
  -0.4	0	-3	0.0
Cc1cc2nc(SCCN(C)C)[nH]c2cc1C
  1.6	12	-13	-0.1
Cc1nnc2c(N3CCN(Cc4ccccc4)CC3)nc3ccccc3n12
  0.2	2	-10	-0.1
Clc1ccccc1-c1nnc2sc(Nc3ccccc3)nn12
  1.2	7	-2	0.0

Next part.
Results follow in this order: GPR151 activ	MITF primary	TEAD-YAP inh	FBW7 act
Cn1c(-c2ccccc2)cnc1NCc1ccccc1
  1.9	33	-18	0.5
COc1cccc2c1OCCCN(Cc1nc(Cc3ccccc3Cl)no1)C2
  5.7*	2	-2	0.1
CCOC(=O)N1CCC(NC(=O)CC2C(=O)NCCN2C2Cc3ccccc3C2)CC1 (configuration not stated)
  -2.0	0	0	-0.1
COc1ccc(/C=C(/NC(=O)c2ccc(Br)cc2)C(=O)O)cc1
  0.4	3	0	0.0
O=C(NCC1CC(Cc2ccc(F)cc2)=NO1)c1sccc1Cl (configuration not stated)
  -0.4	19	-5	0.1
CC(=O)N(Cc1ccc2c(c1)OCO2)C1CC(=O)N(c2ccc(F)cc2)C1=O (configuration not stated)
  1.5	-1	1	0.0
CCO/C(C)=C\c1sc2ccc(OC)cc2[n+]1CCCS(=O)(=O)O
  -0.6	-2	5	-0.6
Cc1ccc(Cl)cc1NC(=S)N(Cc1ccccc1)Cc1ccccn1
  -1.1	-8	4	-0.4
OC(COc1ccccc1Cl)CN1CCN(c2ccccc2F)CC1 (configuration not stated)
  3.1	-3	2	0.1
Cc1ccc(NC(=O)CC(C)C)c([N+](=O)[O-])c1
  -0.3	9	7	0.7
Nc1ncc(Br)cc1S(=O)(=O)N1CCCC1
  -0.3	7	-4	0.0
Cc1ccc(-c2c(C#N)c(SCC(=O)c3ccc(O)c(O)c3)nc3c2CCCC3)o1
  1.4	10	1	0.0
CN(C)C(CC(=O)Nc1ccc(Cl)c(Cl)c1)C(=O)O (configuration not stated)
  0.2	-11	0	0.1
COc1ccc(Nc2nc(C)cc(NCCCN3CCOCC3)n2)cn1
  -1.2	6	7	0.4
CC(=O)NC(Cc1ccccc1)C(=O)NC1CCN(C(=O)c2ccc(Cl)cc2)CC1 (configuration not stated)
  -0.6	-4	-7	-0.2

Remaining list, next part.
Results follow in this order: GPR151 activ	MITF primary	TEAD-YAP inh	FBW7 act
O=[N+]([O-])c1ccc(N2CCC(c3ccccc3)CC2)c(S(=O)(=O)N2CCCC2)c1
  -0.1	2	0	0.0
O=[N+]([O-])c1cc(S(=O)(=O)N2CCCC2)ccc1N/N=C/c1ccccc1OC(F)F
  1.2	9	10	0.1
CCc1ccc(NC(=O)C(C)OC(=O)[C@H](Cc2c[nH]c3ccccc23)NC(N)=O)cc1 (some centres not stated)
  1.1	7	-2	0.0
COCCNC(=O)C1Sc2nnc(C)n2NC1c1ccc(OC)cc1 (configuration not stated)
  -0.5	4	5	0.1
C/C(CC(=O)Nc1ccc2c(c1)OCCO2)=N\NC(=O)c1cccc(Cl)c1
  -2.5	15	-60	0.6
COC(CNC(=O)c1csc2c1CCCC2)OC
  1.5	2	-3	0.0
O=C(Nc1ccc(Cl)cc1Cl)C1CCN(C(=O)c2ccccc2)CC1
  3.6	-6	1	0.0
Cn1c(Sc2ccc([N+](=O)[O-])cc2)nc(Br)c1Br
  -0.5	14	-4	0.5
Cn1c(=O)n(CC(=O)NCc2ccc(F)cc2)c(=O)c2ccccc21
  0.1	1	1	-0.1
O=C(NC(NCC12CC3CC(CC(C3)C1)C2)(C(F)(F)F)C(F)(F)F)c1cccnc1
  -1.0	-15	3	0.2
CCc1n(CC(O)COc2ccc(C(C)=O)cc2)c2ccccc2[n+]1C (configuration not stated)
  -0.9	6	5	0.8
Cc1nc(C(N)=O)c2[nH]c(=O)n(-c3cccc(Cl)c3)c2n1
  -0.2	-1	-1	-0.3
COc1ccccc1OCC(=O)NCc1nc(-c2ccc(C)cc2)no1
  -0.4	7	9	0.6
Nc1c(NCCN2CCCC2)c2ccccc2oc1=O
  0.0	10	-9	1.8
CCOC(=O)CSc1nnc2n(N)c(=O)c3ccccc3n12
  -4.2	7	-7	0.4

(next part)
Results follow in this order: GPR151 activ	MITF primary	TEAD-YAP inh	FBW7 act
Cc1cccc(-n2c(CNC(=O)COc3ccccc3)nnc2SCC(=O)N2N=C(c3cccs3)CC2c2ccc(F)cc2)c1 (configuration not stated)
  1.4	4	-2	-0.1
COc1ccc(O)c(/C=N/NC(=O)CNc2ccc(I)cc2)c1
  -1.2	1	5	-0.1
Cc1cc2cc3c(cc2n2c(=O)n(CCN(C)C)nc12)OCO3
  0.4	0	-4	0.1
CC1CN(CCC(=O)NCC2CCOCC2)Cc2cc(Cl)ccc2O1 (configuration not stated)
  1.0	4	-1	-0.1
COc1cc(C2C(C(=O)OC3CCCCC3)=C(C)NC3=C2C(=O)CC(c2ccc(Cl)cc2)C3)ccc1OC(C)=O (configuration not stated)
  -1.2	16	-3	1.5
Cc1cc(C)c(NC(=O)c2ccc(C(=O)c3ccccc3)cc2)c(C)c1
  -0.8	0	1	0.0
O=C(CSc1ncnc2sc3c(c12)CCCC3)c1cccs1
  -1.6	-7	-2	-0.2
Fc1ccc(C(c2ccccc2)N2CCN(CCCc3c[nH]c4ccccc34)CC2)cc1 (configuration not stated)
  1.4	13	7	-0.1
CCOC(=O)c1c(NC(=O)CSc2nnc(CNC(=O)c3ccco3)n2-c2cccc(Cl)c2)sc2c1CCCC2
  0.1	5	-1	0.0
CCOc1ccc(N2C(=O)CC(NCCCN3CCOCC3)C2=O)cc1 (configuration not stated)
  1.2	6	9	0.5
CN(C)CCN1C(=O)c2oc3ccccc3c(=O)c2C1c1cccc(Cl)c1 (configuration not stated)
  -0.9	21	13	0.4
CCC1(C)NC(=O)N(/N=C/c2c3ccccc3cc3ccccc23)C1=O (configuration not stated)
  -0.6	-5	-5	-0.3
COc1cccc(C(=O)Nc2ccc(NC(=O)c3cc(OC)c(OC)c(OC)c3)cn2)c1
  1.6	5	27	0.0
N#CC1=C(N)N(c2ccc(Cl)cc2)C2=C(C(=O)CCC2)C1c1cccc([N+](=O)[O-])c1 (configuration not stated)
  -0.5	-5	5	-0.2
C/C(=N\NC(=O)CCc1c(C)n[nH]c1C)c1ccc(C)cc1
  2.1	7	-9	0.1

The results go on.
Results follow in this order: GPR151 activ	MITF primary	TEAD-YAP inh	FBW7 act
COc1ccc(NC(=O)CSC2=NC(C)(C)N=C2c2ccc(Cl)cc2)cc1OC
  0.4	0	32	0.2
O=C(Nc1ccc2oc(-c3cccnc3)nc2c1)c1ccc(-c2cccc(Cl)c2)o1
  0.6	7	-15	1.0
O=C(O)CCN1C(=O)/C(=C/c2ccc([N+](=O)[O-])o2)SC1=S
  -1.0	56*	21	-0.2
CCOc1ccc2c(=O)c(-c3ccccc3)c(C)oc2c1C
  0.5	1	-40	0.1
O=C(c1cccc(F)c1)N(Cc1ccccc1)c1ccccn1
  -0.1	-7	2	0.0
COCCN(C(=S)Nc1ccccc1OC)C1CCN(C(C)C)CC1
  2.4	1	2	0.1
COC(=O)NCC(c1ccco1)N1CCN(c2ccc(OC)cc2)CC1 (configuration not stated)
  0.1	13	-5	1.0
CC(C)(Oc1ccc(C2CC2(Cl)Cl)cc1)C(=O)O (configuration not stated)
  0.9&-1.3&3.5	5&23&-7	1&-13	0.0&0.3&0.0
O=c1sc2ccccc2n1Cc1nnc(SCc2cccnc2)n1-c1cccc(Cl)c1
  0.2	-18	-7	-0.6
Cc1cc(OCC(=O)Nc2cccc(-c3cc4ccccc4oc3=O)c2)cc(C)c1Cl
  0.1	-12	2	-0.1
COc1ccccc1CNC(=O)C1C2C=CC3(CN(Cc4cccs4)C(=O)C13)O2 (configuration not stated)
  -0.7	15	7	0.0
COc1cccc(CC2=NOC(C(=O)NCCC(c3ccccc3)c3ccco3)C2)c1 (configuration not stated)
  2.6	-10	-2	-0.4
COc1ccccc1CNCc1cc(OC)c(O)c(OC)c1
  -0.9	30	4	-0.1
CSc1nc(C(=O)NCC2Cc3cccc(-c4cncc(C(N)=O)c4)c3O2)cs1 (configuration not stated)
  0.1	6	5	0.0
COc1ccc(CSCc2ccccc2)cc1C(=O)O
  -1.7	1	6	-0.1

The list goes on:
Results follow in this order: GPR151 activ	MITF primary	TEAD-YAP inh	FBW7 act
O=C(NNC(=O)c1cccc(O)c1)Nc1ccc([N+](=O)[O-])cc1
  1.2	13	11	0.6
COc1ccc(N=Cc2nc(-c3ccccc3Br)oc2O)c([N+](=O)[O-])c1
  -1.3	7	-3	0.1
COc1cc(NC(=O)c2csc(Nc3nccc4ccccc34)n2)cc(OC)c1OC
  -1.0	-3	-3	0.2
CCOC(=O)c1sc(NC(=O)C(C)Sc2nnc(CNC(=O)c3ccco3)n2-c2ccc(F)cc2)c(C(=O)OCC)c1C (configuration not stated)
  0.6	-8	-7	-0.1
O=C(CNC(=S)N(Cc1cccs1)C1CCCC1)NCc1ccc(F)cc1
  -1.6	17	5	0.7
Cc1cccc(C)c1OCC(=O)N/N=C/c1ccc(I)o1
  -0.5	-8	6	0.0
Cc1cc(F)c(F)c(C(=O)n2cncn2)c1
  0.3	9	-2	-0.1
CNC(=O)CCCc1nnc2n(C)c(=O)c3sccc3n12
  -0.2	-2	2	-0.1
O=C(NC1CCCCC1)NC12CC3CC(CC(C3)C1)C2
  -1.5	14	5	-0.1
CCOC(=O)C1=C(C)N=c2s/c(=C\c3cc(Br)ccc3OC)c(=O)n2C1c1ccccc1OC(C)C (configuration not stated)
  0.3	1	-3	0.3

Grouped by structure, those above containing a nitro group on carbon (ten)
Results follow in this order: GPR151 activ	MITF primary	TEAD-YAP inh	FBW7 act
Cc1c(C2C(C#N)=C(N)SC(N)=C2C#N)c(C)c([N+](=O)[O-])c(C)c1[N+](=O)[O-]
  0.9	-8	-10	-0.2
CC(=O)c1cccc(NC(=O)CN(c2ccccc2)S(=O)(=O)c2ccccc2[N+](=O)[O-])c1
  -0.4	0	-3	0.0
Cc1ccc(NC(=O)CC(C)C)c([N+](=O)[O-])c1
  -0.3	9	7	0.7
O=[N+]([O-])c1ccc(N2CCC(c3ccccc3)CC2)c(S(=O)(=O)N2CCCC2)c1
  -0.1	2	0	0.0
O=[N+]([O-])c1cc(S(=O)(=O)N2CCCC2)ccc1N/N=C/c1ccccc1OC(F)F
  1.2	9	10	0.1
Cn1c(Sc2ccc([N+](=O)[O-])cc2)nc(Br)c1Br
  -0.5	14	-4	0.5
N#CC1=C(N)N(c2ccc(Cl)cc2)C2=C(C(=O)CCC2)C1c1cccc([N+](=O)[O-])c1 (configuration not stated)
  -0.5	-5	5	-0.2
O=C(O)CCN1C(=O)/C(=C/c2ccc([N+](=O)[O-])o2)SC1=S
  -1.0	56*	21	-0.2
O=C(NNC(=O)c1cccc(O)c1)Nc1ccc([N+](=O)[O-])cc1
  1.2	13	11	0.6
COc1ccc(N=Cc2nc(-c3ccccc3Br)oc2O)c([N+](=O)[O-])c1
  -1.3	7	-3	0.1
